EBNA-1 inhibitor – EBNA-1 DNA-binding inhibitors, primary screen, biochemical, fluorescence polarization; inhibition, % at 14.8 µM; 0.34% of 300,000 active; AID 1950, 2009; in the data active = inhibition above about 28%
PAFAH2 inh – PAFAH2 enzyme inhibitors, primary screen, biochemical, fluorescence polarization, human; 0.99% of 340,000 active; Platelet-activating factor acetylhydrolase 2, cytoplasmic (Homo sapiens), Q99487; recombinant PAFAH2, FP-rhodamine activity probe; inhibition, % at 3.39 µM;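 active = inhibition above the mean over all tested compounds plus 3 SD, cut at about 30% in these data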;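 note: inhibitors block probe labeling of enzyme so polarization drops; 0% = enzyme with DMSO and 100% = wells lacking PAFAH2 protein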
LYPLA2 counter – LYPLA2 inhibitors, primary screen, counter-screen for PME1 inhibitor project, biochemical, fluorescence polarization, FP-Rh probe ABPP; recombinant LYPLA2; inhibition, % at 5.9 µM; 0.38% of 320,000 active; AID 2177, 2009;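 active = inhibition above the screen-wide mean plus 3 SD, limit set per campaign, cut at about 26% in these data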;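 note: 0% = LYPLA2 with DMSO and 100% = wells lacking LYPLA2 enzyme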
PAD4 FP inh – human PAD4 inhibitors, primary screen, biochemical, fluorescence polarization, 1536-well format | recombinant PAD4, RCA probe fluorescence polarization | AID 485272, 2010 | 0.41% of 330,000 active | Protein-arginine deiminase type-4 (Homo sapiens), Q9UM07 | inhibition, % at 6.36 µM;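 active = percent inhibition above a cutoff equal to the mean of all tested compounds plus 3 SD, cut at about 15% in these data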;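 note: 0% = PAD4 with RCA probe and DMSO and 100% = probe without PAD4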
Target sequence (Q9UM07 whole entry, looked up): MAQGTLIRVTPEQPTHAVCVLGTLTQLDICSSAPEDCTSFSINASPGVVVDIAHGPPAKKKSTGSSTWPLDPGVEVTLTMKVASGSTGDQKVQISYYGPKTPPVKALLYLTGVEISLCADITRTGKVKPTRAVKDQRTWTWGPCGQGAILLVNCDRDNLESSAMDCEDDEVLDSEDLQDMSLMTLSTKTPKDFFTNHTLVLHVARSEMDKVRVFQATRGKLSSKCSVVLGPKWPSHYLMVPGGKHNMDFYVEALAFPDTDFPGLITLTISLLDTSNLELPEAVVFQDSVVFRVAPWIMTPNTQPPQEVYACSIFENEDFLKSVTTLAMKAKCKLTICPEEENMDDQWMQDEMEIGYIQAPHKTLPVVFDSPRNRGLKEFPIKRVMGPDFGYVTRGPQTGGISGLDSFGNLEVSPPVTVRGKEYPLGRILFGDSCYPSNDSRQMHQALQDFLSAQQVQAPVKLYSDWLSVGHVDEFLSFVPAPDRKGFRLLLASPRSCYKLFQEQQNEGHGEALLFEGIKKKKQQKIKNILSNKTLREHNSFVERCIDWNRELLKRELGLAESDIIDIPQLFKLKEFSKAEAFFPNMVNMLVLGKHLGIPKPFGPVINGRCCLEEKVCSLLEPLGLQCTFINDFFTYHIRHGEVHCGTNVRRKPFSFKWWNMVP
GSTO1 counter – inhibitors of recombinant GSTO1, primary screen, counter-screen for RBBP9 inhibitor project, biochemical, fluorescence polarization | Glutathione S-transferase omega-1 (Homo sapiens), P78417 | activity-based probe fluorescence polarization | inhibition, % at 5.96 µM | 1.1% of 300,000 active;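 active = inhibition above the campaign mean inhibition plus 3 SD, cut at about 35% in these data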;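 note: 0% = GSTO1-1 with DMSO and 100% = wells lacking GSTO1-1 enzyme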
PREPL inhibitor – PREPL enzyme inhibitors, primary screen, biochemical, fluorescence polarization; Prolyl endopeptidase-like (Homo sapiens), Q4J6C6; recombinant PREPL, fluorescence polarization activity-based probe; inhibition, % at 5.96 µM; 0.68% of 320,000 active; AID 2751, 2010; in the data active = inhibition above about 43%;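 note: 0% = enzyme with DMSO and 100% = wells lacking enzyme; many of its hits are not listed in these tables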
LYPLA1 inh – LYPLA1 inhibitors, primary screen, counter-screen for PME1 inhibitor project, biochemical, fluorescence polarization, FP-Rh probe ABPP. 0.16% of 320,000 active. recombinant LYPLA1. Acyl-protein thioesterase 1 (Homo sapiens), O75608. inhibition, % at 5.9 µM;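 active = inhibition above the mean of all tested compounds plus 3 SD, set per campaign, cut at about 14% in these data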;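 note: inhibitors block serine hydrolase probe labeling of LYPLA1 so polarization falls; 0% = enzyme with DMSO and 100% = wells lacking LYPLA1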
Target sequence (O75608 whole entry, looked up): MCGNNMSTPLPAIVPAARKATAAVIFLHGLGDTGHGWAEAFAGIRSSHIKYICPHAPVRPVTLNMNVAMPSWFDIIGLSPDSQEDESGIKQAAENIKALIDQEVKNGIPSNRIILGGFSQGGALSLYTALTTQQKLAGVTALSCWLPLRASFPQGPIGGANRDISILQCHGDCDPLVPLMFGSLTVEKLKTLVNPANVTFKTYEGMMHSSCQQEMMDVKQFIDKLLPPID
ZTA DNA inh – blocks Epstein-Barr virus ZTA, an EBNA-1 counter-screen | P03206 | ZTA-DNA binding, fluorescence polarization | inhibition, % at 11 µM | 0.15% of 320,000 active | AID 2234; in the data active = inhibition above about 33%
PAFAH1B3 FP inh – PAFAH1B3 enzyme inhibitors, primary screen, biochemical, fluorescence polarization, human; Platelet-activating factor acetylhydrolase IB subunit alpha1 (Homo sapiens), Q15102; 0.28% of 340,000 active; recombinant PAFAH1B3, FP-rhodamine probe; inhibition, % at 3.39 µM; AID 492972, 2010;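 active = inhibition above the screen-wide average of all tested compounds plus 3 SD, cut at about 25% in these data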;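 note: 0% = enzyme with DMSO only and 100% = wells lacking PAFAH1B3 protein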
* marks the source's active call; other numbers are inactive results; / = not tested or not shown.

SMILES	EBNA-1 inhibitor	PAFAH2 inh	LYPLA2 counter	PAD4 FP inh	GSTO1 counter	PREPL inhibitor	LYPLA1 inh	ZTA DNA inh	PAFAH1B3 FP inh
COc1cccc(C(=O)NCCS(=O)(=O)NCCc2ccc(OC)c(OC)c2)c1	-6	1	-1	1	0	0	4	-6	8
Cc1noc(C)c1C(=O)NNc1cc(Cl)ccc1Cl	-4	6	-3	0	1	1	3	-13	10
CCCCC1NC(C(=O)O)CS1 (stereo not drawn)	3	-9	8	-3	-3	-6	1	-20	2
O=S1(=O)CC(O)C(N=Nc2c(O)n(Cc3ccccc3)c3ccccc23)C1 (stereo not drawn)	0	-13	1	1	6	-39	-1	8	8
COc1ccc(OC)c(S(=O)(=O)N2CCCC2C(=O)NC(C)c2ccccc2)c1 (stereo not drawn)	1	-4	5	2	-1	-4	5	8	-1
Cc1cc2cc(CNC(=S)Nc3ccc(OC(F)(F)F)cc3)ccc2[nH]1	-8	-2	1	-4	-1	-12	0	-6	11
CCOC(=O)N1CCN(C(=O)c2cc3c(s2)-c2ccccc2OC3)CC1	6	5	-3	1	2	2	-1	-2	14
Cc1ccc(S(=O)(=O)NC(CC(=O)O)c2ccco2)cc1 (stereo not drawn)	5	-3	1	2	0	6	3	-1	-3
CN(NS(=O)(=O)c1ccc(Cl)cc1)c1ncc(C(F)(F)F)cc1Cl	-4	-2	-4	1	5	12	-7	0	5
O=C1CC(=O)N(c2cccc(F)c2)N1	0	15	-2	1	14	1	-3	4	8
CCN(c1ccccc1)S(=O)(=O)c1cc(C(=O)OC2CCOC2=O)ccc1C (stereo not drawn)	/	12	-3	1	/	15	-3	-17	6
CN1CCN(C(=O)c2cc(COc3c(F)cccc3F)on2)CC1c1ccccc1 (stereo not drawn)	1	1	-5	2	9	10	-5	13	2
O=C(NC1CC2CCC1C2)c1ccc(CN2CCOCC2)cc1 (stereo not drawn)	-5	-8	-9	4	5	4	-2	7	0
COc1ccc(CC(=O)Nc2ccc(S(=O)(=O)Nc3ncccn3)cc2)cc1	2	-4	-1	-5	-1	4	-1	-7	-2
CC(NCC(O)COCc1ccc(Cl)cc1)c1ccccc1 (stereo not drawn)	7	5	-1	0	-4	-16	-3	11	7
O=C(O)Cc1csc2ccccc12	-10	-12	2	-3	4	9	-2	11	8
N=c1n(CC(=O)c2ccc(Br)s2)c2ccccc2n1Cc1ccccc1	-14	3	-7	-4	-2	-18	-3	13	-9
COc1ccc(C(C(=O)NC(C)(C)C)N(Cc2ccc(F)cc2)C(=O)CCC(=O)Nc2cc(C)on2)cc1 (stereo not drawn)	8	-5	9	1	2	6	1	3	9
C=CCNC(=S)NNC(=O)c1ccc(=O)n(Cc2ccc(Cl)cc2Cl)c1	0	4	1	-4	-11	-20	-1	-19	-4
COC(=O)C1=C(C(=O)c2ccccc2)C(c2ccc(O)c(OC)c2)n2nnnc2N1 (stereo not drawn)	-14	2	6	3	-2	12	0	-11	5

Reprinted from the part before: 2 entries, then new ones.
SMILES	EBNA-1 inhibitor	PAFAH2 inh	LYPLA2 counter	PAD4 FP inh	GSTO1 counter	PREPL inhibitor	LYPLA1 inh	ZTA DNA inh	PAFAH1B3 FP inh
C=CCNC(=S)NNC(=O)c1ccc(=O)n(Cc2ccc(Cl)cc2Cl)c1	0	4	1	-4	-11	-20	-1	-19	-4
COC(=O)C1=C(C(=O)c2ccccc2)C(c2ccc(O)c(OC)c2)n2nnnc2N1 (stereo not drawn)	-14	2	6	3	-2	12	0	-11	5
Cc1cc(C)n(-c2ccc(NC(=O)C3CCN(Cc4ccc(C)o4)CC3)cc2)n1	0	2	2	0	3	-2	-2	-4	8
Cc1ccc(CN(C)C(=O)c2cc(Br)c(Br)s2)o1	8	6	5	1	3	1	5	12	7
Cc1ccc(S(=O)(=O)C(C)C(=O)c2ccc3c(c2)OCCO3)cc1 (stereo not drawn)	5	3	1	2	-4	-2	-1	3	6
Cc1ccc(C(=O)COC(=O)CCN2C(=O)C3C4C=CC(C5CC45)C3C2=O)cc1 (stereo not drawn)	-24	11	-1	-7	5	10	1	-10	1
Cc1cccc(C2=N/C(=C\c3cccnc3)C(=O)O2)c1	-6	0	1	4	1	3	2	-12	2
CCn1cc(C(=O)NCc2ccccc2OC)c(=O)c2ccc(C)nc21	-1	/	2	-1	11	7	0	-22	/
CCOC(=O)Cn1nnnc1CN(Cc1ccc(OC)cc1)Cc1cc2cc(C)ccc2[nH]c1=O	0	3	5	6	-3	5	3	-1	15
CC(=O)c1ccccc1N(C(=O)c1ccco1)C(C(=O)NC1CCCC1)c1ccc(N2CCOCC2)cc1 (stereo not drawn)	5	-1	-4	3	14	8	1	6	2
Cc1nnsc1SCCNC(=O)c1ccc(F)cc1	-1	1	2	-4	-1	23	-1	-13	7
Cc1ccc(CN(Cc2ccccn2)C(=O)Nc2ccc(C)c(C)c2)cc1	-2	-3	5	-5	7	0	5	-9	10
CN(CC(=O)Nc1ccc(N2CCOCC2)cc1)C(=O)CCCOc1ccc(Cl)cc1Cl	0	8	2	-2	6	36	1	-2	-4
CC(C)[C@H](NC(=O)N1CC(=O)Nc2ccccc21)C(=O)N[C@@H](C(=O)O)c1ccccc1	8	-4	3	-1	1	3	0	17	7
O=c1[nH]c(NC2CCCCC2)c([N+](=O)[O-])c(=O)[nH]1	1	2	-5	2	-4	2	-3	9	10
COc1ccc(S(=O)(=O)Nc2ccccc2C(=O)NCc2ccco2)cc1Br	7	8	-9	0	-13	-2	-6	-2	0
COc1ccccc1/C=C/C(=O)NC(=S)N1CCOCC1	4	7	5	0	-2	-3	0	-4	2
COC(=O)c1cc(COC(=O)COc2ccc(C)c(C)c2)oc1C	-12	-17	-5	1	-1	11	1	-19	-1
CCOC(=O)c1ccc(NC(=O)CC2C(=O)OCCN2CC)cc1 (stereo not drawn)	-5	-2	0	1	-5	-2	0	-6	5
CCOc1ccc(-c2nc(C#N)c(NCc3ccco3)o2)cc1	-1	-3	0	-2	-11	20	-3	8	0
CC1CCN(C(=O)c2ccc(CNS(=O)(=O)c3ccc(C(C)(C)C)cc3)cc2)CC1	/	6	/	-3	/	25	/	/	12
Cc1ccnc(NC(=O)CNC(=O)c2ccccc2)c1	1	9	3	3	-3	-7	-1	-8	2

Reformatted in markdown: part of the list above
| smiles | EBNA-1 inhibitor | PAFAH2 inh | LYPLA2 counter | PAD4 FP inh | GSTO1 counter | PREPL inhibitor | LYPLA1 inh | ZTA DNA inh | PAFAH1B3 FP inh |
| --- | --- | --- | --- | --- | --- | --- | --- | --- | --- |
| O=C(O)Cc1csc2ccccc12 | -10 | -12 | 2 | -3 | 4 | 9 | -2 | 11 | 8 |
| N=c1n(CC(=O)c2ccc(Br)s2)c2ccccc2n1Cc1ccccc1 | -14 | 3 | -7 | -4 | -2 | -18 | -3 | 13 | -9 |
| COc1ccc(C(C(=O)NC(C)(C)C)N(Cc2ccc(F)cc2)C(=O)CCC(=O)Nc2cc(C)on2)cc1 (stereo not drawn) | 8 | -5 | 9 | 1 | 2 | 6 | 1 | 3 | 9 |

(next part)
SMILES	EBNA-1 inhibitor	PAFAH2 inh	LYPLA2 counter	PAD4 FP inh	GSTO1 counter	PREPL inhibitor	LYPLA1 inh	ZTA DNA inh	PAFAH1B3 FP inh
Cc1cccc(C(=O)NC(=O)Nc2c(C)cc(C)nc2C)c1	-8	-3	-2	-3	-2	-4	-4	4	-3
COc1cc(NC(=O)c2cc(-c3ccccc3)on2)cc(OC)c1OC	-6	2	-2	1	5	10	2	5	7
CSc1nc2ccccc2c(=O)n1Cc1ccc(F)cc1	7	-5	-1	0	-7	-18	1	-11	4
Cc1cccc(C)c1NC(=S)N1CCC(c2ccccc2)C1 (stereo not drawn)	-5	2	2	-5	1	-2	1	-14	5
COc1ccc(-c2cc(C(=O)N3CCN(c4ccccn4)CC3)c3ccccc3n2)cc1	4	-2	-4	2	1	7	-3	-15	2
O=C(CCNC(=O)c1ccccc1)N/N=C/c1ccc([N+](=O)[O-])cc1	6	4	1	-3	1	7	0	-15	12
Cc1cc(/C=C2/NC(=S)NC2=O)c(C)n1-c1cccnc1	-7	-6	1	-7	1	13	-4	8	-25
Cc1ccc(/C=C(\C#N)C(=O)NCCN2CCOCC2)cc1	-8	1	-4	-5	5	12	0	1	10
CCOc1cc(N2CCOCC2)c(OCC)cc1NC(=S)NCCCOC	-11	-1	-8	-4	9	-9	-6	0	0
COc1ccc(NC(=O)N2CCC(c3nc4ccccc4[nH]3)CC2)cc1	-3	4	-4	1	-8	2	3	-2	-2
CCOC(=O)c1cnc2nc(C)nn2c1N	10	4	3	4	2	10	4	11	3
CNC(=O)c1c(O)c2cccc3c2n(c1=O)CC3	-4	-5	3	-4	3	-1	-3	-10	4
CCCC[C@H]1COCCS(=O)(=O)N1Cc1cccc(Cl)c1	-1	1	-3	0	1	-8	4	-7	-2
O=C(CN1CCN(Cc2ccc3c(c2)OCO3)CC1)Nc1cc(S(=O)(=O)N2CCCC2)ccc1Cl	0	-2	14	0	11	21	7	-12	-5
O=C1C=C(Nc2ccc(Cl)cc2)CC(c2ccco2)C1 (stereo not drawn)	3	10	0	-6	-8	-3	-2	-10	10
c1coc(-c2ccnc3nc(-n4cccc4)nn23)c1	2	13	-6	4	1	-4	-2	-12	6
CCn1ccnc1CNC(=O)C1CCC(=O)N(Cc2ccccc2F)C1 (stereo not drawn)	-7	0	14	-2	2	-1	4	-19	8
O=C(c1ccco1)N1N=C(c2ccc(Cl)cc2)CC1c1ccco1 (stereo not drawn)	6	-2	0	2	-8	-1	-4	9	3
COc1ccc(CC2CCOC2=O)cc1 (stereo not drawn)	11	-1	1	4	4	6	1	-7	12
CN(C(=O)c1cccc(NC(=O)Cc2cccc([N+](=O)[O-])c2)c1)C1CC1	/	8	/	-7	/	9	/	/	8
O=S(=O)(c1cccs1)N1CCN(c2ccccc2F)CC1	-10	2	1	-3	5	-34	-1	-3	4
Cc1ccc(-c2nn(-c3ccccc3)cc2/C=C/C(=O)Nc2cccc(S(N)(=O)=O)c2)cc1	-7	-79	-169	-10	-65	-12	-74	5	-97
COc1ccc(OC)c(NC(=O)C2CCCN(S(=O)(=O)c3cccc4nonc34)C2)c1 (stereo not drawn)	0	2	-1	2	4	4	1	2	6
Cn1cnnc1SCC(=O)c1ccc2c(c1)OCCO2	2	6	0	-6	2	-11	0	-7	3
Cc1ccccc1NC(=O)NCc1ccccn1	-8	-3	4	-3	6	-3	-1	-2	-2
CCOc1ccc(CN2CCNC(=O)C2CC(=O)OC)cc1 (stereo not drawn)	2	-9	-2	-3	2	-6	-2	-11	0
Cc1ccc(NC(=O)CN2C(=O)S/C(=C\c3ccc(OCC(=O)O)c(Br)c3)C2=O)cc1	-7	-4	7	1	-2	-3	-5	1	0
CC(=O)Nc1cc(C(C)C)c(O)c(C(C)C)c1	-3	1	7	-2	2	-8	5	-10	1

A run of entries from the list above, for reference:
SMILES	EBNA-1 inhibitor	PAFAH2 inh	LYPLA2 counter	PAD4 FP inh	GSTO1 counter	PREPL inhibitor	LYPLA1 inh	ZTA DNA inh	PAFAH1B3 FP inh
Cc1ccc(NC(=O)CN2C(=O)S/C(=C\c3ccc(OCC(=O)O)c(Br)c3)C2=O)cc1	-7	-4	7	1	-2	-3	-5	1	0
CC(=O)Nc1cc(C(C)C)c(O)c(C(C)C)c1	-3	1	7	-2	2	-8	5	-10	1

Bioassay records: PubChem BioAssay, The Scripps Research Institute Molecular Screening Center

This is a subset; count on the stated rates, not on these rows.
